From PubChem
KCNK9 block – blocks the human KCNK9 two-pore domain potassium channel. Q9NPC2. HEK293 KCNK9, FluxOR thallium flux fluorescence; stronger effect = lower value. B-score at 10 µM. 310,000 tested, 1.2% active. AID 488922;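 active = ratio B-score over 3 SD below the library mean, with starting fluorescence within 5 SD of its mean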;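 also: negative B-score means less thallium flux so channel inhibition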
Target sequence (Q9NPC2 whole entry, looked up, the tested form may be a part): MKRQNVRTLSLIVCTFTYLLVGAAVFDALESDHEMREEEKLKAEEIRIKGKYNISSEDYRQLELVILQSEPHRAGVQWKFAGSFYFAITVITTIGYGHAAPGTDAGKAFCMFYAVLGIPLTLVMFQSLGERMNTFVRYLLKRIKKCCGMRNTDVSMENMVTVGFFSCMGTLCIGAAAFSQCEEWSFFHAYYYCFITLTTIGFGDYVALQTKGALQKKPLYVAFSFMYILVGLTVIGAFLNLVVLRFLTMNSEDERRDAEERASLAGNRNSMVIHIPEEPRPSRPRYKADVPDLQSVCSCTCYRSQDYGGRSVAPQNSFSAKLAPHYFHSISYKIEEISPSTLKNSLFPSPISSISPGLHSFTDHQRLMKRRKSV
hERG rescue – compounds protecting human hERG from proarrhythmic drug block. Q12809. CHO-hERG, FluxOR thallium flux, dofetilide IC70 present. activation (rescue from dofetilide block), less the hit threshold, % at 10 µM. 310,000 tested, 0.51% active. AID 1511;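 active = activation above the mean of controls blocked by dofetilide plus 5 SD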;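 also: thallium influx through hERG after potassium depolarization seen as dye fluorescence rise; in these data hits start at about 4.7%; inactives centre near -7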
KCNK3 inh – human KCNK3 channel inhibition, primary screen; O14649; CHO-KCNK3 thallium flux, FluxOR fluorescence; stronger effect = lower value; B-score at 10 µM; 340,000 tested, 0.84% active;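 active = B-score under library mean minus 4 SD, starting fluorescence ratio at most library mean plus 5 SD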;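 also: more negative B-score means stronger inhibition of thallium flux through KCNK3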
KCNQ1 act – human KCNQ1 channel potentiation or activation; P51787; CHO-K1 KCNQ1, thallium flux FluxOR fluorescence; stronger effect = higher value; B-score at 10 µM; 310,000 tested, 0.35% active; AID 2648;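 active = fluorescence ratio B-score, a plate-corrected score, at least three library SD, with initial intensity B-score within 5 SD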
Target sequence (P51787 whole entry, looked up): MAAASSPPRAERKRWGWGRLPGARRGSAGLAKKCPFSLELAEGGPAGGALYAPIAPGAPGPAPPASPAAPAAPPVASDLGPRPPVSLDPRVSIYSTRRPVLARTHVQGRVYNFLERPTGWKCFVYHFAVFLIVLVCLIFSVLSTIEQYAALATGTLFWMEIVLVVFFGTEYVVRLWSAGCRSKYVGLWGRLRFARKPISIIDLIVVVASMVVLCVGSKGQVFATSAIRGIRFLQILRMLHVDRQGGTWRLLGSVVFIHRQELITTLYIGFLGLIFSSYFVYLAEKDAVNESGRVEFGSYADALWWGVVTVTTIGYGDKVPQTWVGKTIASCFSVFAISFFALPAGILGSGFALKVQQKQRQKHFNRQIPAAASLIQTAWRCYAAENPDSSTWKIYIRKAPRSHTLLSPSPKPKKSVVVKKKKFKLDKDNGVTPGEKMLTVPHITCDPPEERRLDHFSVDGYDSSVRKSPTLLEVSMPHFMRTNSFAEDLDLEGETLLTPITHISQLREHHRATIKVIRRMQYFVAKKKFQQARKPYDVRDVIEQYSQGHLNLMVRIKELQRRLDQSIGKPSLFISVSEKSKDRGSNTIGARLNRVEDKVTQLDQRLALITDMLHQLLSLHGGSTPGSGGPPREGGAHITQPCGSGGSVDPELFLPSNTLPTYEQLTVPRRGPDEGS
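Test system: CHO-K1 cells stably expressing KCNQ1 / Medium: assay buffer / Also added: depolarizing K+/Tl+ stimulus, K2SO4 and Tl2SO4 each 12.5 mM in 5x stock / Incubation: 90 min dye loading and 20 min compound exposure, both at room temperature / Signal: thallium influx via FluxOR fluorescence, kinetic imaging / Evaluation: B score of baseline-normalized fluorescence ratio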
PolyA inh – inhibitors of polyadenylation in S. cerevisiae | S. cerevisiae SKY197-pL101 polyadenylation reporter, beta-gal luminescence; efflux-impaired pdr1/pdr3 knockout yeast; score 100 = 6 SD above DMSO | calls only at 12 µM | 300,000 tested, 0.02% active | AID 1875;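 active = lowest replicate activity score at least 50, where 100 means six control SD above control mean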;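 also: yeast exposed to compound for 9 h at 30 °C; higher score means more reporter readthrough which indicates perturbed polyadenylation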
TRPC4 potent – allosteric potentiators of mouse TRPC4 channel; 310,000 tested, 0.42% active; B-score at 10 µM; HEK293 TRPC4beta/mu-opioid, DAMGO EC20, Fluo-4 Ca2+ flux; stronger effect = higher value; Q9QUQ5; AID 2227;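 active = B-score of calcium response area above 5 SD of library B-scores, with initial fluorescence ratio within 5 SD of library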;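 also: B-score of integrated fluorescence ratio over time as area under calcium response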
Dyrk1A ADPGlo – inhibitors of rat Dyrk1A kinase; 310,000 tested, 0.43% active; ADP-Glo luminescence, NFATc1 peptide; inhibition, % at 12.5 µM; Q63470; in the data active = inhibition above about 50%;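 also: plate controls were vehicle with enzyme for no effect and no enzyme for full effect; many of its hits are not listed in these tables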
TRPC4 inh – blocks the mouse TRPC4 cation channel. Q9QUQ5. HEK293 TRPC4beta/mu-opioid, DAMGO-evoked Fluo4 calcium flux; stronger effect = lower value. B-score at 10 µM. 300,000 tested, 0.39% active;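 active = B-score over 3 SD under the library average, no early fluorescence shift, positive overall ratio signal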
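Assay system – HEK293 line stably carrying TRPC4beta and mu-opioid receptor · Doses – single dose · Detection – Fluo4 calcium-dye fluorescence, kinetic read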
Platelet DG rel – platelet dense granule release activity | human platelet-rich plasma, SFLLRN dense granule ATP release, luminescence | inhibition, %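 (compounds screened at 7.5 µM in platelet-rich plasma)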 | 300,000 tested, 0.22% active;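 active = mean replicate score, as percent of positive control, at or above 50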
KCNQ1 inh – blocks the human KCNQ1 potassium channel | P51787 | CHO-K1 KCNQ1, FluxOR thallium flux fluorescence; stronger effect = higher value | B-score at 10 µM | 310,000 tested, 1.3% active | AID 2642;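 active = compounds whose thallium flux B-score, printed positive for inhibition, exceeds three library SD while starting fluorescence stays within three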;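 also: channel opened by potassium depolarization with thallium stimulus after 20 min compound exposure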
TRPC4 act – opens the mouse TRPC4 cation channel. AID 2237. B-score at 10 µM. HEK293 TRPC4beta/mu-opioid, Fluo4 calcium fluorescence; stronger effect = higher value. Q9QUQ5. 310,000 tested, 0.49% active;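 active = B-score above 5 SD of library B-scores, and initial fluorescence ratio not above library mean plus 5 SD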;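 also: positive B-score marks a calcium rise read as TRPC4 activation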
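Material: HEK293 stable line with TRPC4beta plus mu-opioid receptor; technique: Fluo4 calcium-sensitive dye fluorescence, kinetic, 1 Hz baseline; timing: Fluo4 dye loading 45 min at room temperature, 110 s recording; controls: assay buffer as low control, maximal DAMGO as high control; read-out: integrated baseline-normalised fluorescence ratio, converted to per-well B score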
Starred values were filed as active, the others as inactive; i = inactive; nt = not tested or not shown. An excerpt. The share of hits here may be higher or lower than overall.

Compound	KCNK9 block	hERG rescue	KCNK3 inh	KCNQ1 act	PolyA inh	TRPC4 potent	Dyrk1A ADPGlo	TRPC4 inh	Platelet DG rel	KCNQ1 inh	TRPC4 act
COC(=O)C(NC(=O)C(CC(C)C)NC(=O)C1CCC(C)CC1)C(C)C (centres undefined)	i	-4	i	i	i	i	0	i	1	i	i
CCNS(=O)(=O)c1ccc(CCC(=O)N2CCC(C)CC2)cc1	i	0	i	i	i	i	-4	i	-3	i	i
O=C1COc2ccc(C(=O)COC(=O)/C=C/c3cccc(F)c3)cc2N1	i	-1	i	i	i	i	-2	i	-4	i	i
O=c1c2cc(NC(=S)N3CCCC3)ccc2nc2n1CCCCC2	i	-8	i	i	i	i	-9	i	4	i	i
O=C(NCc1ccccc1)c1ccco1	i	-1	i	i	i	i	4	nt	-9	i	i
O=c1cc(CNc2ccc(Br)cc2)nc2sccn12	i	1	i	i	i	i	8	i	5	i	i
COC(=O)Cn1c2ccc(OC)cc2c2nc3ccccc3nc21	i	-10	i	i	i	i	6	i	0	i	i
COc1ccc(CNC(=O)[C@@H](NC(=O)C2CCN(C(=O)[C@@H](N)CCSC)CC2)C(C)C)cc1	i	-7	i	i	i	i	1	i	2	i	i
CC(C)N(C(=O)COC(=O)CNS(=O)(=O)c1ccccc1F)c1ccccc1	i	-10	i	i	i	i	2	i	-13	i	i
O=C(O)c1ccc(C2CCCCC2)cn1	i	-1	i	i	nt	i	-6	i	-2	i	i
O=C(c1ccc(OC2CCN(C(=O)c3cccnc3)CC2)cc1)N1CCCCCC1	i	-6	i	i	i	i	-4	i	1	i	i
Cc1cccc(OC(=O)c2cn(C)nc2C(F)(F)F)c1C	i	-4	i	i	i	i	-4	i	-2	i	i
S=c1sc2c(N3CCOCC3)ncnc2n1-c1ccccc1	i	-6	i	i	i	i	11	i	6	i	i
Cc1nc(-c2c(C(=O)NNC(=O)Nc3c(C)cccc3C)noc2C)cs1	i	-6	i	i	i	i	-3	i	7	i	i
O=C(Nc1ccccc1)Nc1nnc(/C=C/c2ccccc2Cl)s1	i	-3	i	i	i	i	-5	i	-6	i	i
CCN(/N=C/c1cccs1)c1cc(=O)n(C)c(=O)[nH]1	i	-8	i	i	i	i	-1	i	2	i	i
O=C(COC(=O)C12CC3CC(CC(C3)C1)C2)Nc1ncc(Cl)cc1Cl	i	-4	i	i	i	i	21	nt	8	i	i
COc1cccc(N(CC(=O)Nc2ccc3c(c2)OCO3)S(=O)(=O)c2ccccc2)c1	i	-10	i	i	i	i	-4	i	4	i	i
COc1ccc(CC(=O)Nc2nnc(C)s2)cc1	i	-5	i	i	i	i	-4	i	2	i	i
Cc1cc(C)c(S(=O)(=O)CCC(C)C)c(=O)[nH]1	i	-8	i	i	i	i	-2	i	-4	i	i
COC(=O)/C=C1/N/C(=N\c2nc(C)cc(C)n2)N(c2ccc(Cl)cc2)C1=O	i	-3	i	i	i	i	2	i	13	i	i
Cn1cnc(S(=O)(=O)NC2CCN(Cc3ccccc3)CC2)c1	i	-5	i	i	i	i	3	i	-7	i	i
Cc1ccccc1NC(=O)Cc1nnc(SCc2ccc(Cl)c(Cl)c2)n1C	i	-10	i	i	i	i	-3	i	-8	i	i
CC(=O)c1cccc(NC(=O)C2CCCC2)c1	i	-4	i	i	i	i	-3	i	-23	i	i
COc1ccc(CCNC(=O)C2(C)CCC(=O)N2Cc2ccc(F)cc2Cl)cc1OC (centres undefined)	i	-7	i	i	i	i	0	i	-1	i	i
Cn1c2ccccc2c2cnn(CC(=O)N3CCCCC3)c(=O)c21	i	-14	i	i	i	i	-4	i	0	i	i
Cc1ccc2c(c1)N(CC(=O)NC1CCCC(C)C1C)C(=O)c1cccnc1O2 (centres undefined)	i	-7	i	i	i	i	-4	i	-2	i	i
COc1ccc(C2=NOC(C(=O)N3CCCCCC3)C2)cc1OC (centres undefined)	i	-3	i	i	i	i	-1	i	-4	i	i
O=C(CNC(=O)c1ccco1)Nc1ccncc1	i	-4	i	i	i	i	13	i	-1	i	i
CN(CCCNC(=O)c1cn(C)c2ccc(S(=O)(=O)N(C)C)cc2c1=O)c1ccccc1	i	-11	i	i	i	i	-7	i	1	i	i
COC(=O)c1ccc(CSc2nc(C(F)(F)F)c3c(c2C#N)CCC3)o1	i	-8	i	i	i	i	-3	i	-1	i	i
COC(=O)c1c(C)oc2ccc(N(C(=O)Oc3ccccc3)S(=O)(=O)c3ccccc3)cc12	i	-7	i	i	i	i	4	i	-8	i	i
COc1ccc(S(=O)(=O)Nc2cccc(S(=O)(=O)NC3=NCCC3)c2)cc1[N+](=O)[O-]	i	-8	i	i	i	i	-7	i	-6	i	i
NS(=O)(=O)c1ccc(CNC(=O)c2cc(-c3cccs3)nc3ccccc23)cc1	i	-10	i	i	i	i	0	i	-16	i	i
Brc1ccccc1-n1nnc(-c2cnc3ccccc3c2)n1	i	-8	i	i	i	i	9	i	-1	i	i
Cc1ccc(NC(=O)C(=O)NCCN2CCN(C(=S)Nc3ccccc3)CC2)cc1	i	-5	i	i	i	i	3	i	3	i	i
CCCCOC(=O)C1=C(C)Nc2ncnn2C1c1cc(OC)ccc1OC (centres undefined)	i	-10	i	i	i	i	4	i	2	i	i
O=C(Nc1nncs1)c1cc(S(=O)(=O)N2CCOCC2)ccc1Cl	i	-9	i	i	i	i	-9	i	-10	i	i
CN=c1scc(C)n1/N=C/c1ccc(O)cc1O	i	-13	i	i	i	i	9	i	24	i	i
Cc1ccc(-c2nnc3cccc(Cl)n23)cc1	i	-7	i	i	i	i	-3	i	4	i	i
COc1ccc(Nc2nc(-c3cccc(OC)c3O)nc3ccccc23)cc1	i	-4	-9.9*	i	i	i	-3	i	11	7*	i
Cc1ccc(/C(=N/Nc2nc3ccccc3s2)C2=C(O)c3ccccc3C2=O)cc1	i	-16	i	i	i	i	-4	i	5	10*	i
CN(C)CCNC(=O)C12CC3(C)CC(C)(CC(C)(C3)C1)C2	i	2	i	i	i	i	0	i	-8	i	i
CCOC(=O)C1=NN(c2ccc(Cl)cc2)/C(=C/C2=NCCc3cc(OC)c(OC)cc32)S1	i	-7	i	i	i	i	nt	i	-2	i	i
O=C(Nc1ccc2c(c1)OCO2)C1CCN(S(=O)(=O)c2ccc3c(c2)OCCO3)CC1	i	-4	i	i	i	i	9	i	-4	i	i
CCN1CCCC1CNC(=O)C1CCN(Cc2nc(-c3cccc(Br)c3)oc2C)CC1 (centres undefined)	i	-5	i	i	i	i	0	i	0	i	i
CCOc1ccc(N(C(=O)c2snc(C(N)=O)c2N)C(C(=O)NC2CCCC2)c2ccncc2)cc1 (centres undefined)	i	-7	i	i	i	i	0	i	nt	i	i
C/C(=N\NC(=O)c1cc(-c2cccs2)nc2ccccc12)c1ccccn1	i	-15	i	i	i	i	-1	i	-4	i	i
Cn1cccc1Cc1nnc(SCC(=O)Nc2ccc(F)cc2)n1-c1ccc(F)cc1	i	-3	i	i	nt	i	5	i	0	i	i
COc1ccc(NC(=O)c2cccnc2Nc2ccc(OC)cc2)cc1	i	-11	i	i	i	i	-5	i	-37	i	i
c1ccc(CNc2nc(-c3cccs3)nc3ccccc23)nc1	i	-21	i	i	i	i	18	-6*	-5	i	i
Cc1cccc(NC(=O)C2CCN(S(=O)(=O)c3c(C)noc3C)CC2)c1	i	-4	i	i	i	i	0	i	7	i	i
COc1cccc(C(=O)NN2C(=S)N(c3ccccc3)C(=O)C2CC(N)=O)c1 (centres undefined)	i	-6	i	i	i	i	9	i	15	i	i
CONC(=O)Nc1ccccc1[N+](=O)[O-]	i	-3	i	i	i	i	-2	i	-2	i	i
COCCCNC(=O)CS(=O)(=O)Cc1nc(-c2ccccc2C)oc1C	i	-6	i	i	i	i	2	i	-8	i	i
O=C(CN1C(=O)S/C(=C\c2cccc(Cl)c2)C1=O)NC1C=CS(=O)(=O)C1 (centres undefined)	i	-4	i	i	i	i	nt	i	12	i	i
COc1ccc(N(C2CSC2)S(=O)(=O)c2ccccc2)cc1	i	-12	i	i	i	i	nt	i	3	i	i
COc1cc(C)ccc1OCc1cc(C(=O)NCc2ccncc2)no1	i	-6	i	i	i	i	1	i	5	i	i
CC(=O)c1cc(-c2nc3ccccc3n2C)n(C)c1	i	-3	i	i	i	i	4	i	-3	i	i
Cc1cccc(S(=O)(=O)Nc2ccc(-c3nc4ccc(C)cc4s3)cc2)c1	i	-1	i	i	i	i	1	i	-1	i	i

The list continues:
Compound	KCNK9 block	hERG rescue	KCNK3 inh	KCNQ1 act	PolyA inh	TRPC4 potent	Dyrk1A ADPGlo	TRPC4 inh	Platelet DG rel	KCNQ1 inh	TRPC4 act
Cc1cc(C(=O)N/N=C/c2ccncc2)c(C)o1	i	-15	i	i	i	i	-1	i	9	i	i
COC(=O)[C@H]1Cc2c([nH]c3ccccc23)[C@H](c2ccccc2)N1	i	-10	i	i	i	i	0	i	nt	i	i
Cc1ccc(S(=O)(=O)N2CCCCC2)cc1C(=O)N(C)CCOc1ccccc1	i	-10	i	i	i	i	-2	i	-4	i	i
Cc1noc(C)c1CSc1ccccc1C(=O)N1CCN(c2ccccc2)CC1	i	-8	i	i	i	i	2	i	0	i	i
COc1ccc(N(CC(=O)N/N=C/c2ccc(N(C)C)cc2)S(=O)(=O)c2ccccc2)cc1	i	-7	i	i	i	i	1	i	5	i	i
COc1ccc(N2CCN(C(=O)c3ccc(N(C)S(=O)(=O)c4ccc(C)cc4)cc3)CC2)cc1	i	-4	i	i	i	38*	3	i	-4	i	44*
CN1CCN(C(=O)c2ccc3c(c2)OCCO3)CC1	i	-10	i	i	i	i	5	i	1	i	i
COC(=O)C1=C(C)N(Cc2cccnc2)C(=O)C1	i	-19	i	i	i	i	4	i	-3	i	i
